Assay outcomes deposited in PubChem by several laboratories.
MEX-5 binding = C. elegans MEX-5 TCR-2 RNA binding activity; MEX-5/FITC-TCR2 RNA binding, fluorescence polarization; hits give low values; AID 1832; activity score (negative = inhibition of binding), % at 10 µM; Q9XUB2; 300,000 compounds, 0.38% hits;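 active means inhibition past about -25% in most replicates, and total fluorescence under double the plate's negative control median, limit read from the data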;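 further: 0% = DMSO and -100% = 5 µM competing unlabeled TCR2 RNA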
VLA-4 inh = inhibition in a human VLA-4 binding assay; inhibition, % (about 7 µM as worked out from the volumes in the protocol); AID 2557; 330,000 compounds, 0.2% hits; VLA-4 expressing cells, ligand binding flow cytometry; P13612; in the data active means inhibition above about 50%
Target sequence (P13612 whole entry, looked up): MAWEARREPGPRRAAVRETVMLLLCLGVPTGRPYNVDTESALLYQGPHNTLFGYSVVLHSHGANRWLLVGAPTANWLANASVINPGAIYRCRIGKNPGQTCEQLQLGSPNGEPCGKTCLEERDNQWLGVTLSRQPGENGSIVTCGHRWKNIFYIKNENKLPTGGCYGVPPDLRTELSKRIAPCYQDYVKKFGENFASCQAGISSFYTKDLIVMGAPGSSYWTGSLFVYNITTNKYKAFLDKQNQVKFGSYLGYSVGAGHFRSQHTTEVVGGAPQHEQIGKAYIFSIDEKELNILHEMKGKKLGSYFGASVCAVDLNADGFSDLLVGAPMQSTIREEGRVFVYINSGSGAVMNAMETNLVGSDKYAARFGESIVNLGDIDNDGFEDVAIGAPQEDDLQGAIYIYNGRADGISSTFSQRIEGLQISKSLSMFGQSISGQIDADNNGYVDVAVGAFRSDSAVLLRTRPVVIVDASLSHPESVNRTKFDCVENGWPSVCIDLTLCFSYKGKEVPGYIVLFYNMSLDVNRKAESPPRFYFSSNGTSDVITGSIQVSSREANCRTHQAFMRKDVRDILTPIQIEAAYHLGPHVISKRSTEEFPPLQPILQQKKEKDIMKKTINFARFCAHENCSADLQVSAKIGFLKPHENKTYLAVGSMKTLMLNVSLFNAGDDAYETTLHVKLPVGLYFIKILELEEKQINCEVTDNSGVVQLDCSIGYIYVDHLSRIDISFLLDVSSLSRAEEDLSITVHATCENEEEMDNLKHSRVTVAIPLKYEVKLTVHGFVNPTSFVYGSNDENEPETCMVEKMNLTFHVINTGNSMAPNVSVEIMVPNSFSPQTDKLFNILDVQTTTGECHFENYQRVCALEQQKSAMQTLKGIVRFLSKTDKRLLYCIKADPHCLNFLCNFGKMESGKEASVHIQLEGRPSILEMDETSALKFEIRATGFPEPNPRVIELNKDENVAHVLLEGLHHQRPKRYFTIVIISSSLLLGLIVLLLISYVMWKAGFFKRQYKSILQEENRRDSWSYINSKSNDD
Efflux pump mplx = antifungal efflux pump inhibition, Nile Red retention | S. cerevisiae Candida pump triplex | inhibition, % at 10 µM | 330,000 compounds, 0.44% hits;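 active means plate passing quality check with inhibition over a set limit, or well fluorescence over plate mean plus 4 SD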;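 further: Nile Red retained in pooled yeast measured as flow cytometry median fluorescence; 0% = buffer negative control and 100% = Enniatin B positive control; higher means more Nile Red kept so more efflux inhibition; some compounds called inactive have numbers as strong as hits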
BCLXL inh = inhibitors of human Bcl-xL; Q07817; GST-Bcl-xL / FITC-Bim BH3 peptide fluorescence polarization; inhibition, % at 10.9 µM; 320,000 compounds, 0.7% hits; AID 2129;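 active means inhibition above the mean of all tested compounds plus 3 SD, cutoff set per campaign, cut at about 30% in these data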;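 further: 0% = DMSO wells and 100% = unlabeled Bim-BH3 peptide competitor; inhibitors lower millipolarization by displacing the labeled peptide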
MCL1-BIM inh = MCL1-BIM-BH3 interaction inhibition (human); Q07820; GST-MCL1 / FITC-Bim-BH3 fluorescence polarization; inhibition, % at 10.9 µM; 320,000 compounds, 0.68% hits;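 active means inhibition above the mean inhibition of all tested compounds plus 3 SD, set per campaign, cut at about 40% in these data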;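 further: 0% = DMSO wells and 100% = unlabeled Bim-BH3 peptide control; higher means more loss of mP so more displacement of Bim peptide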
GRK2 aptamer HTS = human GRK2 inhibition via aptamer displacement. inhibition of aptamer binding, % at 10 µM. bead flow cytometry, FAM-aptamer displacement from GRK2. P25098. AID 488847. 330,000 compounds, 0.59% hits;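 active means inhibition of aptamer binding above 40%, roughly 3 SD of noise, on plates passing a quality check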;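 further: median bead fluorescence of bound FAM aptamer so fluorescent compounds give negative values; no value below 0 was filed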
PME-1 primary = blocks human protein phosphatase methylesterase 1; recombinant PME-1, FP-Rh probe fluorescence polarization; inhibition, % at 5.9 µM; 320,000 compounds, 0.53% hits; AID 2130;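 active means inhibition above the campaign mean of all compounds plus 3 SD, cut at about 26% in these data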;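 further: competitive labeling of PME-1 active site by serine hydrolase directed probe; 0% = PME-1 with DMSO and 100% = wells lacking PME-1 enzyme; inhibitors block probe labeling so polarization falls and inhibition rises; many of its hits are not listed in these tables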
Fam108B inh = Fam108B inhibition, counter-screen for RBBP9 inhibitors. recombinant Fam108B, FP-Rh probe fluorescence polarization. inhibition, % at 9.51 µM. 300,000 compounds, 0.33% hits. AID 1947;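 active means inhibition above the screen mean inhibition plus 3 SD, computed separately per campaign, cut at about 18% in these data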;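 further: inhibitors lower polarization as less probe binds the enzyme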
GLD-1 RNA inh = GLD-1-TGE RNA interaction inhibition (C. elegans). Q17339. purified GLD-1 + fluorescein TGE RNA, fluorescence polarization. inhibition, % at 5.96 µM. 320,000 compounds, 0.44% hits;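 active means percent inhibition above a per-plate cutoff, the plate mean of test compounds plus 3 SD, cut at about 30% in these data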;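 further: 0% = DMSO wells with GLD-1 and probe and 100% = wells lacking GLD-1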
* = called active by the depositor; nt = no result given. Some of the compounds tested. The share of hits here may be higher or lower than overall.

SMILES	MEX-5 binding	VLA-4 inh	Efflux pump mplx	BCLXL inh	MCL1-BIM inh	GRK2 aptamer HTS	PME-1 primary	Fam108B inh	GLD-1 RNA inh
O=C(Cn1c(-c2ccccn2)nc2ccccc21)N/N=C/c1cccnc1	-2.8	21	-0.2	4	10	2	0	3	9
CCC(=O)NNc1ncnc2ccccc12	-7.5	10	-0.1	2	11	0	3	1	6
CCOC(=O)COc1ccc(C2CC(C)=NN2c2ccccc2)cc1 (stereo unspecified)	1.8	8	0.1	4	3	0	3	1	2
Cc1ccsc1CNC(=O)c1c(-c2ccccc2)noc1C	-0.7	1	0.1	9	9	1	-1	0	2
CCOc1ccccc1C(=O)N1CCC(C(=O)c2ccc(F)cc2)CC1	-0.9	-13	0.3	0	-4	0	6	1	-9
O=C(O)C1=C(OCc2ccc(F)c(F)c2)C(=O)NCC1	0.2	-5	0.0	4	-1	2	-4	-2	4
Cc1c(C(=O)O)oc2ccc(S(=O)(=O)N3CCCCC3C(=O)O)cc12 (stereo unspecified)	-1.5	26	0.1	-2	-3	1	-7	1	4
O=C(c1cnc2sccn2c1=O)N1CCc2ccccc2C1	0.8	3	0.2	-4	1	5	-7	1	-3
CCOC(=O)c1[nH]c(C)c(C(=O)OCC(=O)N2CCc3ccccc32)c1C	-2.4	-1	-0.1	1	1	0	-4	-10	-3
O=C(Nc1ccccc1N1CCCC1)c1cccnc1	-0.1	7	0.2	20	4	7	-7	4	11
Cn1nc(C(C)(C)C)cc1C(=O)Nc1nc2c(s1)C(=O)CC(C)(C)C2	-1.4	0	-0.2	4	7	0	-2	7	7
COc1ccc(C(=S)N2CCOCC2)cc1OC(=O)c1ccccc1Cl	1.1	-2	0.1	3	5	6	-3	1	2
CCO[C@@H]1OC(C(=O)O)=C[C@H](C2CCCCC2)[C@H]1CCCO	-1.6	18	0.1	-4	-1	0	4	4	1
Cc1cc(Cl)c2cc3ccccc3cc2n1	0.7	24	0.0	1	-4	0	1	0	11
Cc1noc(C)c1COC(=O)c1cccc(S(=O)(=O)N2CCOCC2)c1	0.5	-8	-0.1	-2	2	0	2	-2	-2
COc1ccc(OC)c(-c2csc(N(Cc3ccco3)C(=O)c3cccs3)n2)c1	0.3	4	-0.4	2	2	0	0	-5	0
CCOC(=O)Cc1cc(=O)n2[nH]cc(-c3ccc(Cl)cc3)c2n1	-2.0	14	0.2	0	9	4	9	4	10
Cc1cc(NC(=O)CSCC(=O)Nc2ccccc2OC(F)F)no1	-1.2	28	0.0	4	6	0	2	-1	6
COc1ccc(CN(Cc2cccn2C)S(=O)(=O)c2cccc(C(F)(F)F)c2)cc1	2.9	7	-0.1	0	-1	1	-3	0	3
CC(C)CNC(=O)CSc1nnc(CN2CCCCCC2=O)n1-c1ccccn1	1.0	17	0.0	-3	4	5	1	-2	5
Cn1c(CNC(=O)CNC(=O)Cc2ccc(Cl)cc2)cc(=O)n(C)c1=O	-3.2	9	-0.4	4	-1	0	-4	-3	0
CCOC(=O)C1CCN(C(=O)c2ccc(Cl)c(NC3=NC4CS(=O)(=O)CC4S3)c2)CC1 (stereo unspecified)	0.2	-14	-0.1	3	-1	1	-5	4	3
O=C(Nc1ccccc1)Nc1ccccc1C(=O)NCc1ccccc1	1.3	-1	-0.2	4	0	0	-4	-4	-1
Cn1c(SCC(=O)NCc2cccs2)nnc1-c1cccs1	3.4	5	0.1	3	1	0	7	-4	2
CCOC(=O)C1(CC2CC2)CCN(Cc2ccc(O)c(Cl)c2)CC1	-1.6	0	-0.2	3	-3	1	-6	2	2
N/C(=N\OC(=O)c1ccc(=O)n(Cc2ccccc2)c1)c1ccccn1	1.0	-6	-0.1	5	6	2	6	-3	6
O=c1ccc(-c2ccc(S(=O)(=O)Nc3ccc(F)cc3)s2)n[nH]1	1.2	-5	0.2	-1	-2	9	6	-2	-2
Cc1ccc(C)c(OCCC(=O)OC(C)C(=O)Nc2c(C)n(C)n(-c3ccccc3)c2=O)c1 (stereo unspecified)	4.7	7	0.1	0	1	0	0	-1	-2
CN(C(=O)CSc1nnc(COc2ccccc2F)n1N)C1CCCCC1	-2.2	6	0.0	1	-7	1	-4	2	-5
O=C(O)C1=C[C@@H](c2ccccc2)C[C@@H](OCc2ccc(CO)cc2)O1	0.8	-1	0.3	3	9	2	-1	2	2
Cc1ccc(NC(=O)CC2SCCNC2=O)cc1Cl (stereo unspecified)	-0.6	5	0.0	5	-1	0	-5	3	0
CCOC(=O)c1[nH]c2ccc(OC)cc2c1NC(=O)CCN1CCc2ccccc2C1	-0.3	15	0.0	3	-2	0	4	-4	-6
CCCCCC(=O)Nc1ccc(-c2nnc3n2CCCCC3)cc1	2.3	4	0.0	-7	-11	2	-2	2	1
COc1cc2c(cc1NC(=O)COC(=O)c1ccc(C(C)(C)C)cc1)oc1ccccc12	-0.4	6	0.1	5	9	2	3	0	4
Cc1oc2ccc(OC(=O)COc3c(F)c(F)c(F)c(F)c3F)cc2c1C(=O)OC(C)C	3.2	7	-0.1	5	3	0	1	-1	2
CC(C)c1cc(C(=O)O)c2ccccc2n1	1.7	-2	0.1	3	-3	0	-2	-2	0
CCOC(=O)C1=C(C)Nc2ncnn2C1c1c[nH]c2ccccc12 (stereo unspecified)	0.0	-1	0.0	3	-7	3	-2	3	-3
CCOC(=O)N1CCC(NC2CCCCCCC2)CC1	-1.4	9	0.0	4	2	2	3	1	-2
CCOC(=O)C1C(c2ccc(O)cc2)NC(=O)NC1(O)C(F)(F)F (stereo unspecified)	-0.8	-11	-0.1	9	7	8	1	2	5
CCOc1ccc(N2C(=O)C3C(c4ccccc4)=NN(c4ccccc4)C3C2=O)cc1 (stereo unspecified)	-1.7	14	0.1	-2	1	3	-2	-2	-1
CCC(CC)NC(=O)COc1ccc(OC)cc1C=O	-2.5	11	0.1	0	-3	0	1	4	-11
O=C1C(C=NC2CC2)=C(O)c2ccccc21	-1.5	35	0.0	-2	3	3	1	1	2
CN(C(=O)c1ccccc1C(=O)OCC(=O)NCc1cccs1)C1CCCCC1	2.0	18	0.2	-7	-11	0	-9	1	3
CC(C)Cn1c(SCC(=O)NCc2ccc(Cl)cc2)nnc1-c1cccc(S(=O)(=O)N2CCOCC2)c1	-3.6	-1	0.2	-2	0	0	12	1	2
CCN(CC)c1ccc(C(NC(C)=O)NC(C)=O)cc1	-0.5	0	0.2	6	6	1	-10	-1	2
CCOc1ccc(/C=N/NC(=O)c2nnn(-c3nonc3N)c2CN2CCC(C)CC2)cc1	-0.4	-2	0.3	1	2	0	1	-3	1
CCc1ccc2c(COn3nnc4ccc(S(=O)(=O)N(C)C)cc43)cc(=O)oc2c1	1.2	0	-0.3	0	-5	0	8	-4	6
CCOC(=O)c1[nH]c2ccccc2c1N=C(C)N(CC)CC	2.4	11	0.0	7	2	0	-3	-2	4
COc1cccc(CCc2nnc(CCC(=O)N3CCCC3c3nccs3)o2)c1 (stereo unspecified)	-0.1	-11	0.0	2	11	0	6	3	4
Cc1cc(C)c(NC(=O)c2ccc3c(c2)NC(=O)C(C)S3)c(C)c1 (stereo unspecified)	nt	9	0.1	1	-1	1	-4	nt	2

Going on with the list.
SMILES	MEX-5 binding	VLA-4 inh	Efflux pump mplx	BCLXL inh	MCL1-BIM inh	GRK2 aptamer HTS	PME-1 primary	Fam108B inh	GLD-1 RNA inh
Cc1cccc2c1N(CCOc1ccccc1)C(=O)C2=O	-0.4	7	0.0	5	3	1	-2	-4	2
O=C(CCc1nc2ccccc2[nH]1)N1CCN(C(=O)c2ccco2)CC1	-0.8	-2	0.0	2	2	2	-6	1	0
O=c1[nH]c(=O)n(Cc2ccco2)c2c1C(C(F)(F)F)(C(F)(F)F)N=C(c1ccc(F)cc1)N2	-1.4	16	0.0	2	3	2	23	1	7
COc1ccc(/C=N/Nc2ccc(C(=O)O)cc2)c(OC)c1OC	-2.4	13	-2.5	5	3	6	5	0	-1
O=C(NCCCN1CCOCC1)c1ccc(Sc2ccc(Br)cc2)c([N+](=O)[O-])c1	1.8	9	-4.2	1	5	0	3	1	1
O=C(NCc1ccccc1Cl)c1ccc2c(c1)SC1=NS(=O)(=O)CCN12	3.0	13	-0.3	-3	-12	0	6	-4	-2
COc1ccc(N(CC(=O)NC2CCCC2)C(=O)CCC(=O)Nc2cc(C)on2)c(OC)c1	2.3	4	-0.1	8	0	0	-4	4	1
COC(=O)c1cc(OC)c(OC)cc1NC(=O)CCC1CCCC1	-3.7	9	0.0	5	3	0	3	-1	1
Cc1ccn2c(=O)c(C(=O)NCCCN3CCCC3=O)c(O)nc2c1	0.3	8	-0.1	3	9	0	4	-1	0
CCn1c(=O)[nH]c2ccccc2c1=O	0.4	8	-0.1	2	-2	0	-1	-3	-2
COc1ccccc1C(=O)NC(=O)Cn1nc(C)c([N+](=O)[O-])c1C	-0.7	5	0.0	-1	1	0	-5	-3	-2
Cc1cc(C(=O)NC(C)c2ccncc2)no1 (stereo unspecified)	-1.5	nt	0.1	4	1	0	-4	0	-2
Cc1nn(-c2ccccc2)c(C)c1NC(=O)COC(=O)[C@@H](NC(=O)c1ccccc1)C(C)C	-1.2	-7	0.1	-3	-3	0	4	-1	8
CCOc1cc(/C=N/NC(=O)C(=O)NC)cc(Br)c1O	1.6	-7	1.4	-6	-3	2	-5	3	9
O=C(COc1ccccc1[N+](=O)[O-])NCCCN1CCCC1=O	nt	13	0.1	-7	-11	0	1	nt	2
N#CCCn1cc(/C=C2\NC(=S)N(c3ccccc3)C2=O)c(-c2ccc(F)cc2)n1	-2.5	2	0.0	-1	3	0	-4	-3	6
Cc1ccsc1/C=N/N1CCN(c2ccccc2)CC1	-3.0	1	-0.1	3	7	3	-3	-6	4
CC(C)N(C(=O)COC(=O)c1ccc(Cl)nc1)C(C)C	-4.4	-1	-0.2	0	-7	1	4	0	0
O=S(=O)(Nc1nccs1)c1ccc(NCc2cc(Br)cc(Br)c2O)cc1	-0.2	3	-0.2	15	3	2	19	6	5
O=C(CSc1ncnc2nc[nH]c12)NCCc1ccccc1	0.3	7	0.1	-5	1	4	-7	-5	-3
Cc1ccc(CNC(=O)CCNS(=O)(=O)c2ccc3c(c2)c(=O)n(C)c(=O)n3C)cc1	nt	10	2.8	1	1	0	2	1	2
O=C(CSc1n[nH]c(-c2ccccc2O)n1)NC1CCCCC1	2.5	8	0.1	8	36	2	-4	1	7
O=C(CCN1C(=O)S/C(=C\c2ccc(Cl)cc2)C1=O)Nc1ccc(C(=O)O)cc1	0.0	-2	-0.1	1	1	0	1	-1	-4
COc1ccc(C2c3ccc4ccccc4c3Oc3ncn(Cc4ccco4)c(=N)c32)cc1OC (stereo unspecified)	2.1	14	-0.2	2	0	0	-18	-8	5
NS(=O)(=O)c1ccc(N/N=C/c2cn(-c3ccccc3)nc2-c2cccs2)c([N+](=O)[O-])c1	0.3	5	0.0	5	4	0	5	-1	8
Cc1c(C(=O)Nc2c(F)cccc2F)sc2ncn(CC(=O)N3CCCCC3)c(=O)c12	0.3	10	-0.2	1	1	0	-1	0	-5
